Assay outcomes: PubChem, several laboratories
TRPML3 ag: human mucolipin-3 channel agonism; Q8TDD5; HEK293 TRPML3-YFP, Fluo-8 calcium fluorescence; 100% = the carbachol control signal; activation, % at 3 µM; 220,000 compounds, 0.29% hits; AID 1448;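 active = activation above its plate's cutoff, the mean activation of the plate's test wells plus 3 SD, cut at about 12% in these data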;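 also: 0% = DMSO only wells and 100% = carbachol wells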
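system = HEK293 cells stably carrying human TRPML3-YFP | doses = one concentration, 3 µM nominal, 0.3% DMSO | timing = dye loading 1 h 37 °C then 30 min ambient, 125 s read | detection = Fluo-8 calcium dye fluorescence, ex 470-495, em 515-575 nm | benchmarks = high control carbachol 87 µM, low control DMSO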
EBV gp42 block: EBV gp42 inhibition. Fluorescence polarization binding assay, mP read-out. Q1HVG2. 220,000 compounds, 0.42% hits. inhibition, % (tested at 21.74 µM); in the data active = inhibition above about 50%
Target sequence (Q1HVG2 whole entry, looked up): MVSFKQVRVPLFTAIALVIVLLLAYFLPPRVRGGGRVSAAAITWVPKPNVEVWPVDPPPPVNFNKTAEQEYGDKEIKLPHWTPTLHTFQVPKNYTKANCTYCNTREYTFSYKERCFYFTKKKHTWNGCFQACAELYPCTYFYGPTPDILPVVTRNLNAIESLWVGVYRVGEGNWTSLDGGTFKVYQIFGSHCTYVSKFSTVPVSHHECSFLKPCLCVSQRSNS
TRPN1 ag: agonists of zebrafish TRPN1 channel. 220,000 compounds, 0.18% hits. HEK293 zebrafish TRPN1-YFP, Fluo-8 calcium fluorescence; 100% = response to 87 µM carbachol. activation, % at 3 µM;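 active = activation above its plate's cutoff, the mean activation of test wells on that plate plus 3 SD, cut at about 19% in these data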;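 also: 0% = DMSO alone and 100% = 87 µM carbachol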
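Control set: carbachol 87 µM as high control, DMSO as low control; system: HEK293 stable line with zebrafish TRPN1-YFP; read-out: % activation versus carbachol response; detection: intracellular calcium fluorescence with Fluo-8; doses: single test compound dose, 3 µM nominal, 0.3% DMSO; schedule: dye 1 h 37 °C plus 30 min RT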
Calpain2 inh: calpain II (pig) inhibition; purified calpain II, fluorogenic peptide substrate, 30 min; inhibition, % at 16 µM; 220,000 compounds, 0.37% hits; AID 1236;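 active = inhibition above about 50%, limit read from the data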
TbHK1 inh: T. brucei hexokinase 1 inhibition | recombinant TbHK1, G6PDH-coupled NADH A340 | inhibition, % at 10 µM | 220,000 compounds, 0.11% hits | AID 1430;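 active = inhibition of 50% or more in the single-dose primary screen; inactive = inhibition below 50%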
Furin inhibitor: blocks human furin protease activity; P09958; purified furin, fluorogenic substrate cleavage; inhibition, % at 30 µM; 220,000 compounds, 0.061% hits; AID 463115; in the data active = inhibition above about 25%; also: inactives centre near -15
Target sequence (P09958 108-714 limits assumed): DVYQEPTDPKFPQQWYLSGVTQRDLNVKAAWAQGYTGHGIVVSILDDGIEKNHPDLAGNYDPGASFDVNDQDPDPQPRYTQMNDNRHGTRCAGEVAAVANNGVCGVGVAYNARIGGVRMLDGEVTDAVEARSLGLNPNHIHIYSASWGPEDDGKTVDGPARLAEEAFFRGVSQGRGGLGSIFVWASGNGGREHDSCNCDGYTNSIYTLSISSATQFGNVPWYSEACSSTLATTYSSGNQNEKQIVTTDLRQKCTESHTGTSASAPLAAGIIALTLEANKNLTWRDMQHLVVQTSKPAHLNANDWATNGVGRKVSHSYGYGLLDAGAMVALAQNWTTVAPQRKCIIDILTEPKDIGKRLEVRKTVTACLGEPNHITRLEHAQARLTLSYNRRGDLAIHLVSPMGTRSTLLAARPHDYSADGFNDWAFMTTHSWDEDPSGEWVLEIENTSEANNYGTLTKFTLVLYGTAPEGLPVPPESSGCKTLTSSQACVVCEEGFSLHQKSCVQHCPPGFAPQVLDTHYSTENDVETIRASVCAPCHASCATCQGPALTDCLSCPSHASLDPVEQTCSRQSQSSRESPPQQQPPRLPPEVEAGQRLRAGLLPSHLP
PPC-1+TRAIL kill: compounds killing PPC-1 cancer cells with TRAIL present (potentiator screen, no TRAIL-free arm); PPC-1 cells + TRAIL, ATPLite viability luminescence; cell killing (% activity), % at 4 µM; 220,000 compounds, 0.41% hits; AID 1443;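 active = cell killing above 50% in the first pass at 4 µM, then a duplicate retest at 5 µM averaging 50% or more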;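 also: plate controls were cells with TRAIL plus DMSO for no effect and medium-only wells lacking cells for full effect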
KCC2 mod: KCC2 (human) Cl- transport modulation; Q9H2X9; KCC2 cells, thallium flux FluoZin-2 fluorescence; B-score of Tl+ flux slope (higher = more flux/activation; lower = inhibition) at 10 µM; 190,000 compounds, 2.2% hits; AID 1456;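 active = thallium flux slope and its plate-corrected score both differing from the plate sample mean at a set confidence after two filtering rounds, in either direction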;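 also: slope of fluorescence scaled to starting intensity during 10 to 20 s after thallium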
Thrombin inh: inhibitors of human thrombin; alpha-thrombin, Boc-VPR-AMC fluorogenic substrate cleavage; inhibition, % at 5 µM; 220,000 compounds, 0.26% hits;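 active = inhibition at or above 40%; inactive = inhibition below 40%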;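 also: 0% = enzyme with no compound and 100% = wells without enzyme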
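System: Human alpha-thrombin protein | Medium: pH 7.5 Tris (50 mM) with NaCl 150 mM, Tween 20 0.05% | Times: Enzyme reaction carried out at room temperature | Detection: AMC fluorescence, 355/460 nm | Evaluation: Percent inhibition scaled between no-compound controls and no-enzyme blanks | Benchmarks: Enzyme without compound as high, wells lacking enzyme as low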
* marks the source's active call; other numbers are inactive results; i = inactive; . = not tested or not shown; [ ] = remark or other dose.

Preview (four entries):
smiles,KCC2 mod,PPC-1+TRAIL kill,TRPN1 ag,Furin inhibitor,EBV gp42 block,Calpain2 inh,TbHK1 inh,Thrombin inh,TRPML3 ag
CCn1c2ccccc2c2cc(/C=N/NC(=O)c3ccccc3)ccc21,-1.1,7,-0.2,-13[20 µM],7,-156,-30,-3,1.4
COc1ccc(C(=O)COC(=O)C2CCC(=O)N2)cc1 (centres undefined),0.25,3,0.6,-14,-21,13,-4,-10,0.4
COc1cc(OC)c2c(C)cc(=O)oc2c1C(CCN1CCN(c2ccccc2)CC1)c1ccc2c(c1)OCO2 (centres undefined),0.21,-2,.,-18,-22,9,-10,-1,.
O/N=C/c1cccn1-c1ccc(O)cc1,.,18,1.1,-16,-5,4,-3,-2,0.8

All compounds of this part (from the top)
smiles,KCC2 mod,PPC-1+TRAIL kill,TRPN1 ag,Furin inhibitor,EBV gp42 block,Calpain2 inh,TbHK1 inh,Thrombin inh,TRPML3 ag
CCn1c2ccccc2c2cc(/C=N/NC(=O)c3ccccc3)ccc21,-1.1,7,-0.2,-13[20 µM],7,-156,-30,-3,1.4
COc1ccc(C(=O)COC(=O)C2CCC(=O)N2)cc1 (centres undefined),0.25,3,0.6,-14,-21,13,-4,-10,0.4
COc1cc(OC)c2c(C)cc(=O)oc2c1C(CCN1CCN(c2ccccc2)CC1)c1ccc2c(c1)OCO2 (centres undefined),0.21,-2,.,-18,-22,9,-10,-1,.
O/N=C/c1cccn1-c1ccc(O)cc1,.,18,1.1,-16,-5,4,-3,-2,0.8
Cc1cc2ncn(/N=C/c3cccnc3)c2cc1C,.,16,0.2,-4,-2,26,-14,3,1.0
Cc1nc(-c2ccc([N+](=O)[O-])cc2)sc1C(=O)O,0.53,-2,0.3,-19,-8,-3,-44,-1,0.3
C1CNC(C23CC4CC(CC(C4)C2)C3)=N1,1,12,1.8,-4,-5,22,5,-7,1.1
CCOC(=O)/C(=N/Nc1ccccc1)Sc1nnc(CCc2ccccc2)n1-c1ccccc1,-1.4,35,-2.7,8,-12,-7,-8,-11,-0.1
O=[N+]([O-])c1ccccc1SN(Cc1ccccc1)c1ccccn1,-0.23,1,-0.8,-17,-13,-5,0,-5,-0.1
COc1ccc(CN(C(=O)c2ccco2)c2ccccc2)cc1,-0.3,7,-1.9,-13[20 µM],-1,21,-3,-5,-0.6
COc1cc(CCC(=O)NNC(=O)c2ccc(C)cc2)cc(OC)c1OC,-0.9,-9,0.3,0,-7,22,9,-5,0.9
CCN1CCN(C(=S)c2ccc(OCC(=O)Nc3ccc(OC)cc3)cc2)CC1,-0.49,.,2.5,-27[20 µM],.,.,-5,.,0.5
CC(C)N(Cc1ccccc1)C(=O)c1cnc2n(c1=O)CCS2,-0.36,0,0.1,-23,-2,-8,-6,-4,0.8
O=C(NNC(=S)NC(=O)c1cccnc1)c1ccc(Cl)cc1,.,4,-1.2,-4,-20,16,-13,0,-1.5
CC(C)NC(=O)c1sc2nc3c(c(-c4cccs4)c2c1N)CN(C)CC3,0.13,6,-0.8,-7[20 µM],-1,-6,-18,0,0.4
CCOc1ccc(S(=O)(=O)NCCC(=O)OCN2C(=O)c3ccccc3C2=O)cc1,.,10,0.7,-9,-4,27,0,1,0.3
CC1CCC(NC(=O)C2CCC(CNS(=O)(=O)c3cccc4nsnc34)CC2)CC1 (centres undefined),.,-6,0.7,-3,0,-23,-12,-6,0.1
Cc1cc(Oc2nc3c(C)cccn3c(=O)c2/C=C(\C#N)S(=O)(=O)c2ccccc2)ccc1Cl,-0.47,33,-0.3,-14,-50,-77,-10,-5,0.4
Cc1cc(C(=O)NCCN2CCCCC2C)n(-c2ccccc2)n1 (centres undefined),1.9,-5,1.2,-3,-4,-45,5,2,-0.7
Cc1ccc(SCc2ccc(C(=O)N3CCCCC3)cc2)cc1,-0.97,13,-1.3,-13,-5,41,2,0,-0.7
CNC(=S)N(CCc1c(C)[nH]c2ccc(C)cc12)Cc1ccc(OC)c(OC)c1,0.35,-19,-1.8,-11,-5,-12,-10,2,-0.4
CC(C)(C)C(=O)CSc1nccc(=O)[nH]1,-0.33,6,0.9,-31,-12,19,-2,3,0.2
O=C(COC(=O)c1ccc(O)cc1)Nc1cccc(S(=O)(=O)NC2=NCCCCC2)c1,0.099,-4,2.8,-23,-22,8,-13,-14,0.6
C/C=C/C=C/C(=O)OCC(=O)Nc1ccc(Cl)cc1,-0.86,-9,-0.9,-14,4,3,1,0,0.0
Cc1ccc(NC(=O)COC(=O)c2cc(-c3cccs3)nn2-c2ccccc2)cc1[N+](=O)[O-],0.18,8,1.2,-25,6,-3,-6,2,-0.1
O=c1cc(N2CCC3(CC2)OCCO3)[nH]c(=O)n1C1CCCCC1,0.05,14,-0.8,-18[20 µM],-57,-11,-3,1,0.5
COc1ccc(NC(=O)c2ccc(NC(=O)C(C)C)cc2)c([N+](=O)[O-])c1,-0.2,25,0.6,-14,-11,-4,30,3,0.7
Cn1cnc([N+](=O)[O-])c1NCc1ccccc1,-4*,-10,0.2,-13,-13,-7,-17,0,0.4
COc1ccccc1NC(=O)c1cc(Cl)ccc1NC(=O)c1ccco1,.,34,-1.2,-2[20 µM],-16,-65,-1,-9,0.2
COc1cccc(CN(C)C(=S)Nc2cccc(C)c2)c1,-2.5,-22,0.3,-27,-11,14,-5,-2,0.3
O=C(NCCc1ccccc1)c1ccccc1NC(=O)C1CCCCC1C(=O)O (centres undefined),-0.79,5,0.9,-11,-4,12,1,-5,0.7
CC(C)CCNC(=O)C(c1ccco1)N(CCCO)C(=O)Cn1nnc(-c2ccc(F)cc2)n1 (centres undefined),.,2,-2.9,-26,-16,6,-8,0,0.6
Cc1cc(N(CC(=O)NC(C)C)S(C)(=O)=O)ccc1Br,-0.026,39,-0.4,-24,-13,4,19,3,0.0
O=C(N/N=C/c1ccccc1OCc1ccccc1)c1cccs1,0.22,20,-1.9,-4,-5,-46,23,-7,0.2
O=C(O)C1CCCCC1C(=O)NCc1ccccn1 (centres undefined),0.65,19,-0.2,-6,-1,3,10,0,-0.4
CCN1C(=O)c2c(C)nc3ccccc3c2C1=O,-0.47,-12,0.1,-12[20 µM],-3,-23,-2,0,0.0
Cc1cc(C)n(-c2ccc(C(=O)OC(C)C)cc2)n1,0.48,1,-1.6,-8[20 µM],-2,21,4,14,-1.4
CCCCCNc1c(C(=O)OCC)c(=O)[nH]c2ccccc12,-1.5,-22,0.1,-20,-28,7,-3,1,0.2
Cc1ccc(NCN2C(=O)C3CC=C(Cl)CC3C2=O)cc1 (centres undefined),0.23,-1,-0.5,-6[20 µM],-17,-17,4,7,1.0
Cc1ccc2oc(=O)n(CC(=O)O)c2c1,-2,23,1.0,-24,-10,10,4,2,0.4
CC1=CCC2C(=O)N(c3ccc(C)c(Br)c3)C(=O)C2C1 (centres undefined),0.56,14,-1.2,-4,-9,-20,-4,2,0.2
COC(=O)c1cn(C(=O)c2ccccc2F)nc1N,.,16,0.0,-26,-17,1,-3,-3,-0.1
O=C(O)c1ccc(NC(=O)c2cn(-c3ccccc3)nc2-c2ccc(F)cc2)cc1,1,-17,0.6,-24,-7,-41,-4,-2,0.1
CCCn1c(=S)[nH]c2cc(C(=O)N3CCCC(C(=O)OCC)C3)ccc2c1=O (centres undefined),.,7,0.4,-23,-9,24,-3,-1,1.5
Cc1ccnc(N/N=C/c2ccco2)n1,0.22,14,-0.6,-7[20 µM],-27,27,-54,5,0.7
COc1cc(/C=C(/C#N)c2ccc(F)cc2)ccc1Oc1ccc([N+](=O)[O-])cn1,0.036,15,1.3,-24,-10,25,-15,-5,0.6
Cc1c(C#N)c2ccccc2n1CC(=O)O,-0.36,.,1.2,-23,-9,-40,8,-10,0.8
CCOc1ccc(CNC(=O)CCCc2cn(C)c3ccccc23)cc1OC,0.43,0,-2.3,-7,-3,-8,-2,-5,-0.2
CC(=O)N1CCN(C(=O)c2cc(C)nc3ccccc23)CC1,0.45,4,0.3,-16,-15,-12,2,3,0.5
CC(/C=C1\SC(=S)N(CCCC(=O)Nc2ccc(C(=O)O)cc2)C1=O)=C\c1ccccc1,-3.1,23,-0.2,0,-15,6,20,0,0.7

Continued.
smiles,KCC2 mod,PPC-1+TRAIL kill,TRPN1 ag,Furin inhibitor,EBV gp42 block,Calpain2 inh,TbHK1 inh,Thrombin inh,TRPML3 ag
CCOC(=O)CSc1nnc([C@H](CC(C)C)NC(=O)OC(C)(C)C)o1,0.63,-6,-1.2,-27[20 µM],-1,-6,-4,-3,0.2
O=C(CSc1nnc(Cc2ccccc2)n1-c1ccc(F)cc1)N1CCOCC1,0.86,12,0.9,-8[20 µM],15,-1,-7,-3,0.7
Fc1ccc(Nc2c(-c3ccco3)nc3ccccn23)cc1,-0.26,17,-2.1,-9,-18,i,23,-17,-0.2
Cc1ccc(NC(=O)CS(=O)CC(=O)N(CC(=O)NC2CCCC2)c2cc(C)ccc2C)cc1 (centres undefined),1.5,17,-1.0,-22,-16,-6,2,1,0.5
CC1CCN(S(=O)(=O)c2cccc(C(=O)NCc3cccs3)c2)CC1,.,9,2.6,-18,-11,15,5,5,1.2
C/C(=C\c1ccccc1)CN1CCN(c2ccccc2F)CC1,0.41,-2,-0.2,-15[20 µM],4,6,0,5,1.0
CCNC(=O)c1ccccc1NC(=O)c1cccc(S(=O)(=O)N2CCOCC2)c1,-0.43,0,1.5,-33,-3,4,-1,-1,0.6
Cc1ccc(O)c(-c2cc(C(=O)Nc3ccc(S(=O)(=O)Nc4nc(C)cc(C)n4)cc3)[nH]n2)c1,-0.13,8,1.5,-15,9,-20,-12,1,-0.2
CCc1nnc(NC(=O)CSc2nnc(Cc3cc(=O)[nH]c(=O)[nH]3)n2-c2ccc(OC)cc2)s1,0.92,17,0.0,-4,-13,26,2,-5,0.1
CS(=O)(=O)N(CC(=O)Nc1ccc2c(c1)OCO2)Cc1ccccc1,-0.61,-2,2.3,-11[20 µM],-20,-20,35,-21,0.8
C/C(=N/Nc1ccc(C(=O)O)cc1)c1ccc(O)c(O)c1O,0.5,-8,1.1,2,-7,18,3,-8,0.9
CCOc1ccc(/C(O)=C2/C(=O)C(=O)N(CCOCCO)C2c2cccnc2)cc1 (centres undefined),.,-4,1.5,-12,-3,7,-30,-2,0.2
Cc1cc(OC(=O)c2ccc3ccccc3c2)c([N+](=O)[O-])c(=O)[nH]1,0.33,5,0.5,-25,-17,11,-8,-12,0.8
O=C(Nc1nc(-c2ccccc2)cs1)c1cccc([N+](=O)[O-])c1,-0.12,11,-0.6,-19,10,-18,0,-6,0.1
COC(=O)C(=N/Nc1ccccc1C(=O)OC)/C(C)=N/O,0.25,2,-2.1,-10,3,2,-33,-3,0.0
